PolyA inh = blocks polyadenylation in yeast reporter cells | S. cerevisiae SKY197-pL101 polyadenylation reporter, beta-gal luminescence; efflux-impaired pdr1/pdr3 knockout yeast; score 100 = 6 SD above DMSO | calls only at 12 µM | 300,000 tested, 0.02% active;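 active means lowest replicate activity score at least 50, where 100 means six control SD above control mean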;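 further: yeast exposed to compound for 9 h at 30 °C; higher score means more reporter readthrough which indicates perturbed polyadenylation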
MrgX1 antag = human MrgX1 receptor antagonism, primary screen | Q96LB2 | MRGX1-HEK293 calcium flux, Fluo-4, BAM8-22 antagonism; active compounds read low | B-score at 10 µM | 310,000 tested, 1.3% active | AID 588676;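 active means calcium-response B-score plate-corrected more than 3 library SD below zero, starting fluorescence within 5 deviations, no agonist response on first addition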;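 further: peak minus trough fluorescence over baseline after final BAM8-22 challenge near maximal dose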
Target sequence (Q96LB2 whole entry, looked up): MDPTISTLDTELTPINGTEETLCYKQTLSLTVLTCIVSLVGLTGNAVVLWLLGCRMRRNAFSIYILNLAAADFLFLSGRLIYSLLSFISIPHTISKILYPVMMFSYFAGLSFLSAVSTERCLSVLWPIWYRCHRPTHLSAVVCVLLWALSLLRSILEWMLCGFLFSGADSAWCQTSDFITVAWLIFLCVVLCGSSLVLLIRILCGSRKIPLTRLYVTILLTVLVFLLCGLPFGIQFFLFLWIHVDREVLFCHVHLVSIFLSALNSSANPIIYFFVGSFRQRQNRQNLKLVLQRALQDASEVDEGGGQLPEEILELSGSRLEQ
TRPC4 block = TRPC4 (mouse) channel inhibition; HEK293 TRPC4beta/mu-opioid, DAMGO-evoked Fluo4 calcium flux; active compounds read low; B-score at 10 µM; 300,000 tested, 0.39% active; AID 2247;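 active means B-score over 3 SD under the library average, no early fluorescence shift, positive overall ratio signal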
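System: stable TRPC4beta/mu-opioid receptor HEK293 cells; Dosing: single-point compound dosing; Measured by: Fluo4 Ca2+ flux fluorescence; Read-out basis: per-well B score of integrated baseline-normalized Fluo4 ratio.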
HIF activator = HIF pathway transcriptional activation | U2OS HRE-luciferase reporter, luminescence; normalized: DMSO 0%, desferrioxamine 100% | activation, % at 7.5 µM (by protocol) | 300,000 tested, 0.32% active | AID 1910;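 active means mean activation of at least 10% of the iron chelator positive control signal, with at least half of replicates also reaching 10%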
TRPC4 act = TRPC4 (mouse) channel activation; 310,000 tested, 0.49% active; HEK293 TRPC4beta/mu-opioid, Fluo4 calcium fluorescence; active compounds read high; B-score at 10 µM;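 active means B-score above 5 SD of library B-scores, and initial fluorescence ratio not above library mean plus 5 SD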;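 further: positive B-score marks a calcium rise read as TRPC4 activation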
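Technique: kinetic Fluo4 calcium fluorescence; Test system: TRPC4beta and mu-opioid receptor HEK293 stable cells; Measure: B-scored integrated calcium fluorescence ratio; Benchmarks: low control buffer alone, high control maximal DAMGO; Schedule: 45 min room-temperature Fluo4 loading, 110 s read.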
TRPC4 potent = TRPC4 (mouse) allosteric potentiation | Q9QUQ5 | HEK293 TRPC4beta/mu-opioid, DAMGO EC20, Fluo-4 Ca2+ flux; active compounds read high | B-score at 10 µM | 310,000 tested, 0.42% active;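 active means B-score of calcium response area above 5 SD of library B-scores, with initial fluorescence ratio within 5 SD of library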;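 further: B-score of integrated fluorescence ratio over time as area under calcium response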
MrgX1 PAM = human MrgX1 positive allosteric modulation, primary screen; AID 588675; MrgX1-HEK293, Fluo-4 calcium flux, FDSS; active compounds read high; B-score at 10 µM; 310,000 tested, 0.63% active;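 active means plate-corrected calcium response at least 3 library SD above typical, normal starting fluorescence, not activating the receptor alone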;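 further: compound read alongside a low EC10 to EC30 dose of BAM8-22 agonist; peak minus trough fluorescence over baseline measured at the second addition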
TRPC6 inh = mouse TRPC6 channel inhibition; Q61143; HEK293-TRPC6, membrane potential dye, ACh-evoked depolarization; active compounds read low; B-score at 10 µM; 310,000 tested, 1.1% active;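 active means B-score under library mean minus 3 SD, initial fluorescence not abnormally high, positive integrated signal ratio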;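 further: B-score derived from integrated fluorescence ratio over the kinetic read; more negative B-score means stronger inhibition of depolarization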
TRPC6 act = activates the mouse TRPC6 cation channel; Q61143; B-score at 10 µM; 310,000 tested, 0.13% active; AID 2550; HEK293-TRPC6 membrane potential dye fluorescence; active compounds read high;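 active means B-score of the integrated fluorescence ratio above library mean plus 3 SD, and starting fluorescence ratio within library mean plus 5 SD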;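 further: higher score means more depolarization so channel activation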
MrgX1 ag = activates human MrgX1 receptor signaling | 310,000 tested, 0.44% active | MrgX1-HEK293 cells, Fluo-4 calcium fluorescence, agonist mode; active compounds read high | B-score at 10 µM | Q96LB2;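 active means calcium response B-score plate-corrected fluorescence ratio at least 3 library SD, with starting fluorescence B-score inside 5 SD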
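Test system: HEK293 cells stably expressing human MrgX1 receptor; amount: 15,000 cells per well; doses: compound delivered in addition one of three; times: overnight plating before 1 h dye loading; detection: Fluo-4 NW calcium-flux fluorescence, kinetic read; read-out basis: B-scored fluorescence response ratio; controls: positive and negative controls per plate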
AI-2 QS mod = modulates the Vibrio harveyi AI-2 quorum sensing system; Vibrio harveyi JMH597 AI-2 luminescence/OD600 ratio, 9 h; active compounds read low; strain lacks LuxN and CqsS sensors; 0 = neutral-control median; 300,000 tested, 0.4% active; activity change, % at 7.5 µM; in the data active means activity change below about -75%, passing the limit was not always enough;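 further: luminescence divided by OD600 gain over 9 h not by final OD600 alone; inactives centre near 13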
Starred values were filed as active, the others as inactive; i = inactive; / = no result given. A portion of the library; count on the stated rates, not on these rows.

SMILES	PolyA inh	MrgX1 antag	TRPC4 block	HIF activator	TRPC4 act	TRPC4 potent	MrgX1 PAM	TRPC6 inh	TRPC6 act	MrgX1 ag	AI-2 QS mod
C#CCOCCOCCOCCNc1nc(N2CCN(C(=O)C([C@@H](C)CC)n3cc(C(N)Cc4ccc(O)cc4)nn3)CC2)nc(N2CCN(C(=O)[C@H](CCC(=O)O)n3cc(C(N)Cc4ccc(O)cc4)nn3)CC2)n1 (some centres not stated)	i	i	i	0.0	i	i	i	i	i	i	-2
COc1cccc(OCCOc2ccc(/C=C3\C(=N)N4N=C(S(C)(=O)=O)SC4=NC3=O)cc2OC)c1	i	i	i	3.5	i	i	i	i	i	i	4
CC(C)=NNc1nc2c(c(=O)[nH]c(=O)n2C)n1CCCc1ccccc1	i	i	i	1.5	i	i	i	i	i	i	0
CS(=O)(=O)N1CCN(c2ccccc2NC(=O)c2cccnc2)CC1	i	i	i	-0.1	i	i	i	i	i	i	2
O=C(C1CCN(c2ccc(N3CCOCC3)nn2)CC1)N1CCN(c2ccc(F)cc2)CC1	i	i	i	-0.3	i	i	i	i	i	i	38
COc1ccccc1S(=O)(=O)Cc1ccc(C(=O)NCCN2CCCC2)o1	/	i	i	-0.2	i	i	i	i	i	i	6
Cc1nc(C(=O)N2CCc3c([nH]c4ccccc34)C2c2cc(F)ccc2F)cs1 (configuration not stated)	i	i	i	0.8	i	i	i	i	i	i	55
CCO[C@@H]1OC(C(=O)N2CCCCCCC2)=C[C@H](c2cn(C(C)=O)c3ccccc23)[C@H]1CCCO	i	i	i	-0.3	i	i	i	i	i	i	10
Cc1cc(Cl)ccc1C(=O)C1CCCN(C(=O)CCn2cncn2)C1 (configuration not stated)	i	i	i	0.5	i	i	i	i	i	i	16
Cc1ccsc1/C=N/NC(=O)c1c[nH]c2ccccc12	i	i	i	0.7	i	i	i	i	i	i	34
CCNc1nc(NC(C)(C)C)nc(Oc2ccc(=O)n(-c3ccccc3)n2)n1	i	i	i	0.2	i	i	i	i	i	i	18
COc1ccc(-c2cc(C(=O)NNC(=O)c3csc(N4CCOCC4)n3)c3ccccc3n2)cc1OC	/	i	i	-2.0	i	i	i	i	i	i	41
COc1ccc(NC(=O)C2CCCN(S(=O)(=O)c3cccnc3)C2)cc1 (configuration not stated)	i	i	i	-0.3	i	i	i	i	i	i	8
COc1ccc(-c2nnc(NC(=O)c3ccco3)s2)cc1	i	i	i	2.3	i	i	i	i	i	i	28
COc1ccccc1NC(=O)c1c(Nc2ccccc2F)sc(C(=O)Nc2cccc(Cl)c2)c1N	i	i	i	-0.3	i	i	i	i	i	i	2
CCN1CCN(CC(=O)Nc2ccc(N(C)C)cc2)CC1	i	i	i	-0.7	i	i	i	i	i	i	10
C[C@H](NC(=O)c1nc[nH]c1C(=O)NCC(=O)OCc1ccccc1)C(=O)OC(C)(C)C	i	i	i	2.0	i	i	i	i	i	i	-6
CC(=O)Nc1ccc(S(=O)(=O)N2CCN(C(=O)N3CCCC3)CC2)cc1	i	i	i	-0.3	i	i	i	i	i	i	15
Cc1oc(-c2ccc(Cl)cc2)nc1CN1CCCC(C(=O)NC2CC2)C1 (configuration not stated)	i	i	i	0.2	i	i	i	i	i	i	2
Cc1cccc(C(=O)Nc2c(C#N)c(C)c(C)n2Cc2ccccc2)c1	i	i	i	-0.6	i	i	i	i	i	i	-5
O=C(O)Cn1c(=O)cnc2ccccc21	i	i	i	-0.2	i	i	i	i	i	i	4
CC1CN(c2cc(=O)n(-c3cccc(Br)c3)c(=O)[nH]2)CC(C)O1 (configuration not stated)	i	i	i	-0.4	i	i	i	i	i	i	12
Cc1ccc(NC(=O)CSc2nc(NS(=O)(=O)c3ccc(C)cc3)cc(=O)[nH]2)cc1	i	i	i	0.6	i	i	i	i	i	i	28
COCCNC(=O)c1cc(S(=O)(=O)N2CCOCC2)ccc1SCc1cccc(OC)c1OC	i	i	i	-0.3	i	i	i	i	i	i	19
CC(=O)NC1=NN(C(C)=O)C2(CCCCC2)S1	i	i	i	0.1	i	i	i	i	i	i	9
CCN1CCN(S(=O)(=O)Cc2ccccc2Cl)CC1	i	i	i	-13	i	i	i	i	i	i	11
NS(=O)(=O)c1cc(C(=O)OCC(=O)c2ccc3c(c2)OCCO3)ccc1Cl	i	i	i	0.9	i	i	i	i	i	i	15
CCN(CC)CCCN=C1N[C@@H](c2ccccc2)C(C(=O)OC)=C(C)N1CC	i	i	i	-0.2	i	i	i	i	i	i	6
N#Cc1c(Nc2cccc(F)c2)sc2c(O)cc(=O)[nH]c12	i	i	i	0.1	i	i	i	i	i	i	9
Clc1ccc(CSc2nnc([C@@H]3CCCN3)o2)cc1	i	i	i	-0.3	i	i	i	i	i	i	27
c1ccc(Cn2cc(CN3CCCCO3)c(-c3ccc4c(c3)OCO4)n2)cc1	i	i	i	0.1	i	i	i	i	i	i	4
O=c1c(Cc2ccc(F)cc2)c(O)ccn1C1CC1	i	i	i	-0.5	i	i	i	i	i	i	7
COc1ccc(CCN(C)C(=O)COc2ccc(C(=O)c3ccccc3)cc2)cc1OC	i	i	i	-0.1	i	i	i	i	i	i	6
CCCCCCCCCCCNC(=O)c1ccoc1C	i	i	i	-0.2	i	i	i	i	i	i	48
CCOCCCNCc1cccc(OCc2ccc(F)cc2)c1	i	i	i	0.1	i	i	i	i	i	i	22
CCCN(C(=O)c1cccs1)c1nnc(-c2ccncc2)s1	i	i	i	-1.4	i	i	i	i	i	i	12
O=S(=O)(Nc1ccc(-c2ccc3nncn3n2)cc1)c1ccc(Cl)s1	i	i	i	-1.3	i	i	i	i	i	i	11
Cc1cc(NCCN2CCCCC2)n2c(nc3ccccc32)c1C#N	i	/	i	-0.3	i	i	/	-8.1*	i	/	1
COc1cc2cccc(OC)c(=O)c2c(OC)c1OC	i	i	i	0.3	i	i	i	i	i	i	30
CC1CCC/C(=N\NC(=S)Nc2ccccc2)C1 (configuration not stated)	i	i	i	1.1	i	i	i	i	i	i	26
COC(=O)COc1ccc2c(=O)c(-c3ccccc3)coc2c1	i	i	i	-0.5	i	i	i	i	i	i	17
O=S(=O)(NCCc1ccc(Cl)cc1)c1cccs1	i	i	i	0.0	i	i	i	i	i	i	-29
COc1cc(NC(=O)c2ccc(OC)c([N+](=O)[O-])c2)ccc1NC(=O)c1ccco1	i	i	i	0.0	i	i	i	i	i	i	15
CNC(=S)N/N=C(\C)c1ccc(-n2ccnc2)cc1	i	i	i	-0.2	i	i	i	i	i	i	6
O=C(OCc1ccc2c(c1)OCO2)c1ccc(S(=O)(=O)N2CCCCC2)cc1	i	i	i	-1.9	i	i	i	i	i	i	9
Cc1ccc(-n2c(-c3ccncc3)n[nH]c2=S)c(C)c1	i	i	i	-0.4	i	i	i	i	i	i	-12
COc1ccc(C2/C(=C(\O)c3ccc(OC)c(Cl)c3)C(=O)C(=O)N2CCN(C)C)cc1 (configuration not stated)	i	i	i	-0.3	i	i	i	i	i	i	7
CCn1c(=O)cc(SCC(=O)N2CCOCC2)c2ccccc21	i	i	i	0.4	i	i	i	i	i	i	1
CCOC(=O)c1cccc(S(=O)(=O)N2CCCC2)c1	i	i	i	0.1	i	i	i	i	i	i	15
Cc1ccc(C(=O)N2CCOCC2)cc1S(=O)(=O)N1CCOCC1	i	i	i	0.0	i	i	i	i	i	i	14
CCOC(=O)c1c(CN2CCCCC2)n(C)c2cc(Br)c(O)cc12	i	i	i	0.4	i	i	i	i	i	i	25
CCC1C(=O)N=C(SCC(=O)Nc2ccccc2)NC1=O (configuration not stated)	/	i	i	0.0	i	i	i	i	i	i	9
Nc1ccc2nc(NC(=O)C3CCCCC3)sc2c1	i	i	i	4.6	i	i	i	i	i	i	13
Cc1ccc2nsnc2c1S(=O)(=O)NCc1ccc2c(c1)OCO2	i	i	i	-0.3	i	i	i	i	i	i	19
Cc1cccc(-n2c(SCC(=O)Nc3nnc(C)s3)nnc2-c2ccoc2C)c1	i	i	i	-0.5	i	i	i	i	i	i	1
CCCNCC1COc2ccccc2O1 (configuration not stated)	i	i	i	-0.4	i	i	i	i	i	i	36
Nc1ncnc2c1cnn2C1CCCCC1	i	i	i	-0.7	i	i	i	i	i	i	1
CCn1c(=O)n(CC)c2cc(N3CCCC3)c(NC(=O)c3ccccc3Br)cc21	i	i	i	-0.4	i	i	i	i	i	i	17
O=C(CN(C(=O)c1csnn1)c1cccc(F)c1)NC1CCCC1	i	i	i	0.7	i	i	i	i	i	i	9
O=C(NCc1ccccc1)c1ccc2c(=O)n3c(nc2c1)CCCCC3	i	i	i	-0.1	i	i	i	i	i	i	20
Later entries.
SMILES	PolyA inh	MrgX1 antag	TRPC4 block	HIF activator	TRPC4 act	TRPC4 potent	MrgX1 PAM	TRPC6 inh	TRPC6 act	MrgX1 ag	AI-2 QS mod
Cc1cc2n(c1)CCn1c(C)ccc1-2	i	-4.6*	i	-0.3	i	i	i	i	i	i	26
COc1ccc(/C(C)=N/NC(=O)CNC(=O)c2cccnc2)cc1OC	i	i	i	-0.8	i	i	i	i	i	i	0
Cc1ccc(-n2cc(-c3ccc([N+](=O)[O-])cc3)[nH]c2=S)c(C)c1	i	i	i	1.2	i	i	9.7*	i	i	i	20
CCN(CC)S(=O)(=O)c1ccc(Cl)c(C(=O)OC2CC(C)OC2=O)c1 (configuration not stated)	i	i	i	0.0	i	i	i	i	i	i	6
Cc1ccn2cc(-c3nonc3C)cc2c1	i	i	i	-0.1	i	i	i	i	i	i	15
CC[C@@H]1[C@H]2CCCC(=O)N3CC[C@@H](C[C@@H]1Nc1ccccc1)[C@@H]23	i	i	i	0.8	i	i	i	i	i	i	4

3 compounds from above, showing only TRPC4 block and TRPC4 act.
mol	TRPC4 block	TRPC4 act
CCN(CC)S(=O)(=O)c1ccc(Cl)c(C(=O)OC2CC(C)OC2=O)c1 (configuration not stated)	i	i
CC[C@@H]1[C@H]2CCCC(=O)N3CC[C@@H](C[C@@H]1Nc1ccccc1)[C@@H]23	i	i
Cc1ccn2cc(-c3nonc3C)cc2c1	i	i

High-throughput results from PubChem BioAssay.
